Screens: PubChem BioAssay, National Center for Advancing Translational Sciences (NCATS)
JMJD2E inh: inhibitors of human JMJD2E histone demethylase. JMJD2E catalytic domain, FDH-coupled NADH fluorescence (FDH is formaldehyde dehydrogenase). Potency, µM (top dose mostly 57.1 µM), for inactives: at the highest dose activity change, negative = inhibition, usual class: inhibitors. B2RXH2. 230,000 tested, 1.6% active; active means well fitted inhibition curve with a large enough effect, not every such curve was filed as active; inconclusive means small, poorly fitted or top-dose-only effect, or another doubt; inactive means no such curve, though single readings can be large or run the other way;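 further: 0% = wells with enzyme and -100% = buffer wells without enzyme; nearly all actives have a fitted effect of over 50% in size; many of its hits are not listed in these tables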
Target sequence (B2RXH2 1-337 limits assumed): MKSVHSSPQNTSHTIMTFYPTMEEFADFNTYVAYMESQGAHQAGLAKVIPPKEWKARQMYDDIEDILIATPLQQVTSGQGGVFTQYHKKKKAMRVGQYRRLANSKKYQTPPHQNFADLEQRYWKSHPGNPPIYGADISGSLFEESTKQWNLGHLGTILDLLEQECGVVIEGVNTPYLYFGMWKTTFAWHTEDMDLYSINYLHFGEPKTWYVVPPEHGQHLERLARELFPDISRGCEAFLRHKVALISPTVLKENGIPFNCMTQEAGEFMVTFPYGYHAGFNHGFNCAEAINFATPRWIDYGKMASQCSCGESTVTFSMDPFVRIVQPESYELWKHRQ
SMN2 splice enh: SMN2 splice variant enhancement. 210,000 tested, 2.8% active. HEK293 SMN2-luciferase splicing reporter, luminescence, 30-36 h. Potency, µM (titrated, usually from 46.1 µM), for the others: at the top dose activity change, positive = activation, actives largely listed as activators; further: % of control where 0% means no effect; nearly all actives have a fitted effect of over 55% in size
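HEK293 cells carry an SMN2 […]–luciferase reporter in which exon 7 inclusion puts luciferase in frame. Cells were plated 10-12 h before compound addition, then incubated 30-36 h at 37C. ONE-Glo luminescence was read; sodium butyrate at 4.5 mM final served as control.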
ALDH1A1 inh: ALDH1A1 (human) enzyme inhibition | Purified ALDH1A1, NADH fluorescence, propionaldehyde substrate | P00352 | AID 1030 | Potency, µM (series often up to 75.3 µM), for the others: at the highest dose activity, negative = inhibition, usual class: inhibitors | 220,000 tested, 7.3% active; active means well fitted inhibition curve with a large enough effect, not every such curve was filed as active; inconclusive means small, poorly fitted or top-dose-only effect, or another doubt; inactive means no such curve, though single readings can be large or run the other way;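 further: plate controls were no enzyme wells and a reference inhibitor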
TRb-SRC2 inh: disrupts binding of human TR beta to SRC2; 280,000 tested, 0.065% active; P10828; TRbeta-SRC2 peptide binding, fluorescence polarization; receptor liganded with 1 µM T3; Potency, µM (series often up to 106 µM), without a hit: top-dose activity change, negative = inhibition, hits mostly inhibitors;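 further: plate controls were bound peptide for no effect and peptide without receptor for full effect; nearly all actives have a fitted effect of over 50% in size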
Target sequence (P10828 whole entry, looked up): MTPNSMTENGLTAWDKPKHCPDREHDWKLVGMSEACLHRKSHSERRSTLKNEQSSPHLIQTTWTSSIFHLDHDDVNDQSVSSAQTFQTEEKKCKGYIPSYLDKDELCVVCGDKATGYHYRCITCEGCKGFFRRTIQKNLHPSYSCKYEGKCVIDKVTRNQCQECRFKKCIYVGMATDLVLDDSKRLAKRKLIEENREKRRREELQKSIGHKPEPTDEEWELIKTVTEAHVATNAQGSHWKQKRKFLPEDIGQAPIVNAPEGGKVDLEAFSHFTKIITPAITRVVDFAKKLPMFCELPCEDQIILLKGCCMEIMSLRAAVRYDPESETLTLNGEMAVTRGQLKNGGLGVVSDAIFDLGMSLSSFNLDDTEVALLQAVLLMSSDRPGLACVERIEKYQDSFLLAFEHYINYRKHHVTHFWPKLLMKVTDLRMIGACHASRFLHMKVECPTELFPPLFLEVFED
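Fluorescence polarization of 20 nM Texas Red SRC2 peptide (20-aa NR interaction domain) bound to 0.6 uM human TRb ligand-binding domain, with 1 uM T3, after 5 hr at ambient temperature; inhibition seen as decreased polarization.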
RGS12 GoLoco inh: RGS12 GoLoco-Gai1 interaction inhibition. P63096. Gai1:RGS12 GoLoco peptide FP, rhodamine, 10 min. Potency, µM (doses to about 61.6 µM), for inactives: at the top dose activity, negative = inhibition, usual class: inhibitors. 230,000 tested, 0.44% active. AID 880; active means well fitted inhibition curve with a large enough effect, not every such curve was filed as active; inactive means no such curve, though single readings can be large or run the other way; further: on the % scale 0 is the no-effect control and ±100 the full control effect; nearly all actives have a fitted effect of over 30% in size; many of its hits are not listed in these tables
LMNA splice mod: modulators of lamin A splicing; Potency, µM (series often up to 46.1 µM), for inactives: at the top dose ratio change, negative = inhibition, actives largely listed as inhibitors; HeLa LMNA splicing GFP/RFP minigene ratio, 48 h; 200,000 tested, 0.01% active; active means well fitted inhibition curve with a large enough effect in the signal ratio, with a control signal flat, not every such curve was filed as active; inconclusive means small, poorly fitted or top-dose-only effect, or effect the other way, or a change in a side signal; the % refers to the signal ratio; further: on the % scale 0 is the no-effect control and ±100 the full control effect
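S3 HeLa cells stably expressing lamin A-EGFP splicing minigene plus DsRed2, 600 cells/well, 48 h compound exposure at 37C. Laser-scanning cytometry; analysed as GFP (500-530 nm)/RFP (575-640 nm) total intensity ratio; 0.5% DMSO vehicle.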
RECQ1 inh: blocks DNA unwinding by human RECQ1; AID 2549; P46063; 240,000 tested, 0.54% active; Potency, µM (top dose mostly 57.3 µM), inactives show top-dose activity, negative = inhibition, hits mostly inhibitors; RECQ1 DNA unwinding, red fluorescence kinetic read;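 further: plate controls were vehicle for no effect and no enzyme for full effect; nearly all actives have a fitted effect of over 30% in size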
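RECQ1T1 50 nM; forked duplex (20 bp + 30-nt ss tails) 200 nM, ATP 2 mM final; pH 8.0, 2 mM MgCl2, 2.5 ug/ml poly(dI-dC); 15 min compound preincubation; discontinuous kinetic read over 2 h at RT.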
TexasRed fluor: Texas Red fluorescence interference in TRb-SRC2 counter-screen. TRb/SRC2 Texas Red total fluorescence interference. Potency, µM (highest dose often 106 µM), inactives show top-dose fluorescence change, negative = quenching. 280,000 tested, 0.29% active. AID 1479; active means well fitted curve in either direction with a large enough effect; inconclusive means small, poorly fitted or top-dose-only effect; further: on the % scale 0 is the no-effect control and ±100 the full control effect
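Human TRb ligand-binding domain at 0.6 uM with 20 nM Texas Red SRC2 peptide in Tris buffer containing 1 uM T3 and 5% DMSO, incubated with compound 5 h at ambient temperature. Total fluorescence (555/632 nm) calculated as parallel + 2 × perpendicular.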
An asterisk follows results filed as active; i = inactive; ? = inconclusive; nt = no result given; & = joins results of further samples; [ ] = another dose, or the depositor's remark. Unless noted, the call rests on the fitted dose curve; in most records, active means well fitted curve in the direction sought with a large enough effect; inconclusive means small, poorly fitted or top-dose-only effect, or another doubt; inactive means no such curve, though single readings can be large; an effect the other way counts as inactive or inconclusive. Potency means the concentration at half of the fitted maximal effect. These rows are one share of the data, so the mix of outcomes need not match the whole.

SMILES	JMJD2E inh	SMN2 splice enh	ALDH1A1 inh	TRb-SRC2 inh	RGS12 GoLoco inh	LMNA splice mod	RECQ1 inh	TexasRed fluor
Cn1cccc1/C=C1\SC(=Nc2cccc(O)c2)NC1=O	6.5%	nt	nt	5.5%	33.9%[activator]	nt	i	-7.6%
CN1CCN(C2CCCCCC2)CC1	3.8%	0.6%	10.9%	-5.8%	2.3%	-6.0%	-3.5%	-2.9%
CC(NC(=O)COC(=O)CCc1nc2ccccc2c(=O)[nH]1)c1ccccc1 (configuration not stated)	-0.7%	4.8%	0.0%	-11.3%	13.6%	8.4%[9.22 µM]	-0.7%	-0.5%
C#CCn1c(=O)c2c(ncn2C)n(C)c1=O	2.4%	-3.8%&18.6%	-2.8%&10.4%	0.5%&-8.8%	6.5%&4.8%	?	-0.3%	-2.9%&-1.5%
CCn1c2ccccc2c2cc(NC(=O)CSc3nnc(-c4ccc(OC)cc4)n3N)ccc21	?	-15.1%	-13.2%	-21.8%	4.0%	?	-11.1%	0.2%
O=c1cc(-c2ccccc2)nc(SCc2ccc(F)cc2)[nH]1	2.8%	-32.8%[inhibitor]	-3.0%	-3.1%	-0.9%	-9.5%	-10.3%	-2.0%
Cc1cccc(-n2c(CNC(=O)COc3ccccc3)nnc2SCC(=O)Nc2nccs2)c1	-2.3%	-5.6%	2.1%	2.4%	-14.7%	-0.9%	-17.0%	2.2%
O=C(O)c1cnc(-c2ccccc2)nc1Sc1ccccc1Cl	3.6%	4.9%	2.9%	3.9%	0.2%	4.0%	-4.1%	-2.9%
O=C(CSc1nnnn1Cc1ccccc1)NC1CCCCC1	6.3%	20.4%	?	-0.6%	-7.4%	?	i	2.0%
Cc1cc2oc3c(c(=O)c2cc1C)C(c1cccc(Br)c1)N(Cc1ccco1)C3=O (configuration not stated)	3.6%	-37.9%[inhibitor]	?	-3.2%	3.9%	1.9%	7.2%	-3.6%
CCc1ccc(C2NC(=S)NC3=C2C(=O)CCC3)cc1 (configuration not stated)	0.6%	4.1%	?	-2.7%	-1.1%	-10.0%	-0.1%	9.1%
CC[n+]1c(/C=C2\C=C(C)CC(C)(C)C2)sc2ccccc21	?	-45.2%[inhibitor]	?	1.8%	-15.0%	?	-5.7%	2.9%
CCC1(C)CC(C(CC(=O)O)c2ccc(C)cc2)CCO1 (configuration not stated)	-1.0%	-12.0%	-0.8%	2.6%	-2.4%	1.1%	-3.5%	-1.4%
CCn1c(SCC(=O)N/N=C/c2ccc(C)o2)nnc1-c1ccc(C(C)(C)C)cc1	-2.5%	-29.7%	?	-2.2%	-4.9%	?	-6.7%	1.0%
C=CCn1c(COc2ccccc2C)nnc1SCC(=O)O	0.1%	-23.1%	-4.7%	4.9%	-7.8%	-2.1%	3.6%	0.4%
Cc1cc(N2CCCC2)n2nc(C)c(-c3ccccc3)c2n1	2.1%	11.2µM*	9.3%	0.2%	-0.7%	2.4%	i	-6.7%
CCOc1cc(CNc2ccccc2)cc(Br)c1OCC(=O)NC(C)(C)C	-9.0%	0.0%	?	1.7%	-12.7%	3.8%	-25.3%	-0.4%
O=C(c1csnn1)N1CCC2(CCN(Cc3cc(C(F)(F)F)cc(C(F)(F)F)c3)CC2)CC1	nt	-13.4%	-1.7%	nt	6.5%	nt	i	nt
CCCC(=O)C1=C(O)C(C(=O)OC)C(C)(C)CC1=Nc1ccc(Br)cc1 (configuration not stated)	-15.9%	nt	-6.3%	2.3%	7.5%	nt	-3.7%	-2.6%
COC(=O)c1c(NC(=O)CC2Nc3ccccc3NC2=O)sc(C)c1C (configuration not stated)	-1.1%	5.2%	-7.5%	0.0%	-3.4%	-1.4%	-9.2%	-7.6%
CCOC(=O)c1c(NC(=O)CSc2nnc(-c3ccccc3)o2)sc(C(C)=O)c1C	0.1%	-15.2%	?	-2.6%	14.6%	0.5%	5.8%	-8.2%
COc1ccc2nc3c(cc2c1)c(NC(=O)C1CCCO1)nn3CC(C)C (configuration not stated)	?	-2.1%	?	-3.4%	12.2%	?	-5.2%	2.6%
Cc1nc2nc(-c3ccc(Cl)cc3)[nH]n2c(=O)c1C	-3.7%	?	3.3%	-9.1%	3.7%	4.0%	-1.2%	-1.8%
CN(C)c1ccc(/C=N/NC(=O)CN(c2ccccc2Cl)S(C)(=O)=O)cc1Br	-14.2%	-3.5%	?	-18.5%	-10.8%	17.8%	-6.0%	-2.8%
Cc1ccc(NC(=O)CSc2nnc(NC(=O)c3ccc(S(=O)(=O)N4CCOCC4)cc3)s2)cc1	?	?	?	-15.7%	2.2%	-8.8%	6.9%	1.2%

Compound profiles (already shown). Screens in order: JMJD2E inh | SMN2 splice enh | ALDH1A1 inh | TRb-SRC2 inh | RGS12 GoLoco inh | LMNA splice mod | RECQ1 inh | TexasRed fluor
O=C(c1csnn1)N1CCC2(CCN(Cc3cc(C(F)(F)F)cc(C(F)(F)F)c3)CC2)CC1 reads nt | -13.4% | -1.7% | nt | 6.5% | nt | i | nt
Cc1nc2nc(-c3ccc(Cl)cc3)[nH]n2c(=O)c1C reads -3.7% | ? | 3.3% | -9.1% | 3.7% | 4.0% | -1.2% | -1.8%

(listing goes on)
SMILES	JMJD2E inh	SMN2 splice enh	ALDH1A1 inh	TRb-SRC2 inh	RGS12 GoLoco inh	LMNA splice mod	RECQ1 inh	TexasRed fluor
CC1=C(C(=O)OCC2CCCO2)C(c2ccccc2OC(C)C)C2=C(CC(c3ccco3)CC2=O)N1 (configuration not stated)	?	13.0%	?	-4.1%	5.4%	-2.7%	-6.4%	-3.3%
CCC(C)n1c(=S)[nH]c2ccccc2c1=O (configuration not stated)	0.9%	7.3%	2.2%	-2.4%	0.1%	14.5%[46 µM]	-16.7%	-2.3%
Cc1ccc(C2CC(c3cccs3)=NN2C(=O)CSC2=NN3CCCC(=O)N=C3S2)cc1 (configuration not stated)	?	-21.1%	28.2µM*	-17.3%	5.7%	?	-3.9%	-2.1%
Cc1ccc(S(=O)(=O)CCC(=O)OCc2ccccc2F)cc1	1.5%	3.6%	?	-1.5%	20.1%	nt	i	-4.9%
COc1cc2c(cc1OC)CN(Cc1ccc(OC)c(C)c1OC)CC2	?	-15.6%	-7.9%	-11.0%	-0.9%	-12.6%	-6.4%	-2.9%
O=C(N1CCNCC1)N1CCOCC1	9.0%	1.2%	-14.4%	-2.1%	-4.9%	4.4%	-6.4%	-3.4%
O=C1NCCN/C1=C\C(=O)c1ccccc1	-0.2%	6.8%	8.7%	-1.0%	4.6%	0.5%	i	0.2%
Cc1ccc(C(=O)Cn2nnc(-c3ccccc3-n3cnnn3)n2)cc1	10.1%	-9.4%	?	-12.1%	4.3%	8.3%	i	-1.4%
Cc1cc2nc(C3CCN(C(=S)NCC(C)C)CC3)[nH]c2cc1C	-2.3%	-3.1%	-0.4%	-19.0%	6.1%	-8.6%	-3.3%	1.1%
c1ccc(CCCCNCC2COc3ccccc3O2)cc1 (configuration not stated)	-9.2%	15.2%	?	1.8%	-16.6%	nt	-2.5%	-3.0%
COc1ccc(Nc2ccnc(Nc3ccc(OC)cc3)n2)cc1	5.7%	15.3%	?	-0.4%	-1.7%	?	i	-2.4%
COCCSc1ccccc1C(=O)Nc1cc(C)ccn1	0.4%	6.8%	8.4%	-14.5%	4.0%	-9.8%	1.7%	-0.6%
O=C(O)CC(C(=O)NC1CCCCC1)C1CCCO1 (configuration not stated)	-0.6%	-11.7%	13.6%	1.2%	0.1%	-5.2%	-1.2%	-4.6%
CCOC(=O)c1c(C)n(C)c2cc(Br)c(C)cc12	0.0%	-27.5%	-0.8%	0.8%	5.0%	4.3%	0.7%	-4.9%
O=S(=O)(NC1CC1)c1ccc(S(=O)(=O)N2CCN3CCCC3C2)cc1 (configuration not stated)	10.3%	-8.7%	-11.6%	-10.7%	-0.3%	-0.4%	-2.7%	0.2%
CCOC(=O)n1c(=O)n(Cc2c(Cl)cccc2Cl)c2ccccc21	-5.2%	-16.3%	0.7%	3.1%	3.2%	7.6%	-13.4%	-4.5%
CCCc1cc(=O)n2[nH]c(-c3cc(OC)c(OC)c(OC)c3)nc2n1	?	10.1%	?	-20.0%	10.3%	-4.6%	i	-1.4%
O=C(N/N=C/C=C/c1cccc([N+](=O)[O-])c1)C(O)c1ccccc1 (configuration not stated)	2.5%	nt	4.8%	5.6%[53 µM]	-0.2%	?	1.0%	-2.6%[53 µM]
COC(=O)c1c(NC(=O)COC(=O)Cn2cnc3ccccc32)sc(C)c1C	?	-16.7%	25.1µM*	-16.3%	-2.1%	?	1.6%	-1.1%
CCn1cc(C(=O)OCC(=O)Nc2c(C)cccc2C)c(=O)c2ccc(C)nc21	-8.2%	17.5%	-14.7%	-6.5%	-40.9%	?	i	-2.9%
CCCCC#CC1C=CC(Oc2ccc(OC)cc2)C(CO)O1 (configuration not stated)	nt	nt	1.9%[13.5 µM]	10.9%[11.2 µM]	nt	nt	-3.7%[11.5 µM]	-4.1%[11.2 µM]
CCCCn1c(C(C)NC(=O)COC)nc2ccccc21 (configuration not stated)	18.5%	8.1%	-0.8%	14.5%	4.1%	-5.2%	-4.1%	-1.5%

Among those listed so far, 3 contain a furan ring, fused or not.
SMILES	JMJD2E inh	SMN2 splice enh	ALDH1A1 inh	TRb-SRC2 inh	RGS12 GoLoco inh	LMNA splice mod	RECQ1 inh	TexasRed fluor
Cc1cc2oc3c(c(=O)c2cc1C)C(c1cccc(Br)c1)N(Cc1ccco1)C3=O (configuration not stated)	3.6%	-37.9%[inhibitor]	?	-3.2%	3.9%	1.9%	7.2%	-3.6%
CCn1c(SCC(=O)N/N=C/c2ccc(C)o2)nnc1-c1ccc(C(C)(C)C)cc1	-2.5%	-29.7%	?	-2.2%	-4.9%	?	-6.7%	1.0%
CC1=C(C(=O)OCC2CCCO2)C(c2ccccc2OC(C)C)C2=C(CC(c3ccco3)CC2=O)N1 (configuration not stated)	?	13.0%	?	-4.1%	5.4%	-2.7%	-6.4%	-3.3%
